Screening results as filed in PubChem BioAssay.
GRP78 ERSR act: inducers of ER stress response in human glioma cells; 420,000 tested, 0.02% active; U87-MG GRP78 promoter luciferase reporter, 16 h; AID 602332; Potency, µM, without a hit: at the top dose activation, hits mostly activators; also: potency is read from the fitted curve at half-maximal effect; series mostly up to about 76 µM; % of control where 0% means no effect; nearly all actives have a fitted effect of over 35% in size
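ERSR induction read as luciferase luminescence (Bright-Glo, 10 min at room temperature) in stably transfected human U87-MG glioma cells exposed to compounds for 16 h, using GRP78 as sensor.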
LDHA inh: blocks human lactate dehydrogenase A; 480,000 tested, 0.15% active; activity change, % (values are at about 110 or 230 µM); purified LDHA, NADH/diaphorase-resazurin fluorescence; hits give low values; AID 1347041; P00338; in the data active = activity change below about -30%; inconclusive = mostly about -25% to -30%;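 also: plate controls were DMSO wells for no effect and wells without enzyme for full effect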
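Human LDH5 at 2 nM final in Tris HCl pH 7.4 with 0.06 mM NADH and 0.2 mM pyruvate, reacted 5 minutes at room temperature. Remaining NADH coupled via diaphorase/resazurin; resorufin fluorescence read at 0 and 20 minutes, normalized to enzyme-free and DMSO wells.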
RGS4 inh: human RGS4 inhibition; Transcreener GDP fluorescence polarization, RGS4-accelerated GTP hydrolysis; Potency, µM (doses to about 114 µM), without a hit: top-dose activity change, negative = inhibition, hits mostly inhibitors; 390,000 tested, 0.039% active; AID 504845; also: potency is read from the fitted curve at half-maximal effect; % is scaled to controls: 0 for no effect and ±100 for the full control effect; nearly all actives have a fitted effect of over 75% in size; some results filed as inactive show a strong effect at the top dose
Target sequence (P49798 whole entry, looked up): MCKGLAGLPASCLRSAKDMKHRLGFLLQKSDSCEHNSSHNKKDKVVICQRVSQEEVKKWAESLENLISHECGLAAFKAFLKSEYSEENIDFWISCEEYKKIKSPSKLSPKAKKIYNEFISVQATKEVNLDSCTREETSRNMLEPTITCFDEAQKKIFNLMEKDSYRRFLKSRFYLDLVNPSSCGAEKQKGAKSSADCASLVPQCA
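MLSMR compounds (23 nl, pin-transferred) preincubated 10 min at room temperature with a 500nM (2x) first reagent, then RGS4 at 900nM (2x) plus Transcreener GDP mix added; fluorescence polarization (620/688 nm) read before and after 90 min at 30 °C.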
Vif-A3G inh: blocks the Vif interaction with human APOBEC3G; HeLa A3G-eYFP + Vif (tagged APOBEC3G with the HIV-1 protein that degrades it), YFP fluorescence, overnight; Potency, µM (titrated, usually from 46.1 µM), inactives show at the top dose activity, negative = active, usual class: inhibitors; 410,000 tested, 0.076% active; AID 602310;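 also: potency is read from the fitted curve at half-maximal effect; % is scaled to controls: 0 for no effect and ±100 for the full control effect; nearly all actives have a fitted effect of over 60% in size; hits raise eYFP signal because A3G escapes Vif-driven loss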
Target sequence (Q9HC16 whole entry, looked up): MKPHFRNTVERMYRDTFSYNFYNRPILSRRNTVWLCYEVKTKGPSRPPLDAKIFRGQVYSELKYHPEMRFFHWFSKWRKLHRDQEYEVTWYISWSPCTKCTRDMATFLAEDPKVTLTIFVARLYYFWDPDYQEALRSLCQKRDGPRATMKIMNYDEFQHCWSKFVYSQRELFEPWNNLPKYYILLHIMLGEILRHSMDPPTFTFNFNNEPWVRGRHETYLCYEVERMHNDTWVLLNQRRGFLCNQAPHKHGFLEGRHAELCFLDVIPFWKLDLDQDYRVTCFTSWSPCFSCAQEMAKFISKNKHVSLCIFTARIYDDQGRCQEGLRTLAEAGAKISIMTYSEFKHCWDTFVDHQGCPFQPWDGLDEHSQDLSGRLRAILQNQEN
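HeLa cells stably expressing Vif and C-terminally eYFP-tagged A3G, seeded overnight at 37 deg C, then exposed to compound by pintool overnight at 37 deg C. Rise in yellow fluorescence (Ex 488/Em 500-530, Acumen) marks blocked Vif-driven A3G degradation.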
Vif-A3F inh: blocks the Vif interaction with APOBEC3F; HeLa A3F-eYFP + Vif (tagged APOBEC3F with the HIV-1 protein that degrades it), YFP fluorescence increase; Potency, µM (top dose mostly 46.1 µM), without a hit: top-dose activity, negative = active; 390,000 tested, 0.2% active; also: potency is read from the fitted curve at half-maximal effect; % of control where 0% means no effect; nearly all actives have a fitted effect of over 65% in size
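HeLa cells stably expressing Vif plus C-terminally eYFP-tagged A3F were seeded, incubated overnight at 37 deg C, dosed with compound, incubated overnight again at 37 deg C. Yellow fluorescence (Ex 488/Em 500-530) reported blocked Vif-mediated A3F-eYFP degradation.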
TrxR1 substrate: rat thioredoxin reductase 1 substrate activity; Potency, µM (series often up to 114 µM), for inactives: at the top dose activity change, negative = substrate turnover; 390,000 tested, 0.01% active; O89049; purified TrxR1 substrate turnover, NADPH consumption readout; also: potency is read from the fitted curve at half-maximal effect; % is scaled to controls: 0 for no effect and ±100 for the full control effect; nearly all actives have a fitted effect of over 50% in size
Target sequence (O89049 whole entry, looked up): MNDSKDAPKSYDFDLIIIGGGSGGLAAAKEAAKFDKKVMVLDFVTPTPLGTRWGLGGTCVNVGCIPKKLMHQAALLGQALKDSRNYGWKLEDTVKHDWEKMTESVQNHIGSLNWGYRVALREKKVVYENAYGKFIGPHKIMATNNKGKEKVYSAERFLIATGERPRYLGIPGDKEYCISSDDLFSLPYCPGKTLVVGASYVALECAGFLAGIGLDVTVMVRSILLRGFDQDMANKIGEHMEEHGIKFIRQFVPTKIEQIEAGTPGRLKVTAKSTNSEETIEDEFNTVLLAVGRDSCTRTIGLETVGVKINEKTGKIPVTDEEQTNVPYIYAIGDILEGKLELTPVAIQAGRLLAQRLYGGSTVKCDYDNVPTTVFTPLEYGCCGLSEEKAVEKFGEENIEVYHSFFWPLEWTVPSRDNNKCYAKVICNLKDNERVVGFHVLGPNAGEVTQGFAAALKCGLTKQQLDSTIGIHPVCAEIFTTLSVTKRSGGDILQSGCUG
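Rat TrxR1, dispensed at 90 nM, was prereduced with 400 uM NADPH (final) for 5 min at ~22 deg C, then incubated with compound 15 min before 400 uM selenite. A first-read NADPH fluorescence drop versus no-compound background flagged substrates.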
USP1-UAF1 inh: blocks the human USP1/UAF1 deubiquitinase complex; O94782; recombinant USP1/UAF1, Ub-Rhodamine cleavage fluorescence; Potency, µM (series often up to 57.1 µM), for inactives: top-dose activity change, negative = inhibition, hits mostly inhibitors; 390,000 tested, 0.23% active; AID 743255; also: potency is read from the fitted curve at half-maximal effect; % is scaled to controls: 0 for no effect and ±100 for the full control effect; nearly all actives have a fitted effect of over 60% in size; inactives centre near -12
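USP1/UAF1 complex at 1 nM was preincubated with compound for 15 min at room temperature, then Ub-Rho substrate (150nM final) was added. Fluorescence (480/540 nm) was read kinetically, 6 reads every 60 seconds.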
TrxR1 inh: blocks rat thioredoxin reductase 1; O89049; recombinant rTrxR1, NADPH fluorescence consumption, selenite substrate; Potency, µM (highest dose often 114 µM), inactives show top-dose activity change, negative = inhibition, hits mostly inhibitors; 390,000 tested, 1% active; also: potency is read from the fitted curve at half-maximal effect; % is scaled to controls: 0 for no effect and ±100 for the full control effect; nearly all actives have a fitted effect of over 65% in size
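Rat TrxR1 (90 nM in the dispensed reagent) was pre-reduced with 400 uM NADPH for 5 min at room temperature, then incubated with compound for 15 min. After 400 uM selenite was added, NADPH fluorescence (Ex 340/Em 450 nm) was followed for 8 min.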
IDH1 R132H inh: blocks human mutant IDH1 R132H enzyme; Potency, µM (titrated, usually from 76.6 µM), for the others: top-dose activity change, negative = inhibition, most hits filed as inhibitors; AID 602179; IDH1-R132H enzyme, NADPH consumption, diaphorase/resazurin fluorescence; 390,000 tested, 0.093% active; also: potency is read from the fitted curve at half-maximal effect; % is scaled to controls: 0 for no effect and ±100 for the full control effect; nearly all actives have a fitted effect of over 65% in size
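IDH1-R132H (0.5 ug/mL dispensed) in pH 7.5 Tris buffer was preincubated 30 min with compound, then given a substrate mix of 0.016 mM NADPH and 2 mM alpha-KG for 80 min at room temperature; remaining NADPH was read by diaphorase/resazurin fluorescence.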
* hit, by the source's call; & = joins results of further samples; [ ] = remark or other dose. Unless noted, calls follow the shape of the dose curve; as a rule, active = well fitted curve in the direction sought with a large enough effect; inconclusive = small, poorly fitted or top-dose-only effect, or another doubt; inactive = no such curve, though single readings can be large; an effect the other way counts as inactive or inconclusive. These rows are one share of the data. The share of hits here may be higher or lower than overall.

What do the screens show for `CCCc1cc(=O)oc2cc(OCC(=O)NCCc3ccc(S(N)(=O)=O)cc3)ccc12`?
GRP78 ERSR act: 2%; LDHA inh: -7&8; RGS4 inh: 22%; Vif-A3G inh: 0%; Vif-A3F inh: 6%; TrxR1 substrate: 21%; USP1-UAF1 inh: -14%; TrxR1 inh: 3%; IDH1 R132H inh: 7%

Results for O=C1c2ccccc2C(=O)N1N=Cc1ccc2c(c1)OCO2 ?
GRP78 ERSR act: 4%; LDHA inh: -12; Vif-A3G inh: 0%; Vif-A3F inh: 1%; USP1-UAF1 inh: -10%; IDH1 R132H inh: -3%

What do the screens show for `COc1ccc(-c2onc3ccc(C(C)=O)cc23)cc1`?
GRP78 ERSR act: 3%; LDHA inh: 1; RGS4 inh: -4%; Vif-A3G inh: 0%; Vif-A3F inh: inconclusive; TrxR1 substrate: 17%[57.1 µM]; USP1-UAF1 inh: 5%; TrxR1 inh: 14%[57.1 µM]; IDH1 R132H inh: 4%

What do the screens show for `CN(CC(=O)Nc1ccc(Cl)c(C(F)(F)F)c1)C(=O)c1ccc(OCC2CCCO2)cc1` (stereo not drawn)?
GRP78 ERSR act: -1%; LDHA inh: 1; RGS4 inh: 2%; Vif-A3G inh: -8%; Vif-A3F inh: -18%; TrxR1 substrate: -12%; USP1-UAF1 inh: -7%; TrxR1 inh: 0%; IDH1 R132H inh: 3%

Results for CC1CCC(NC(=O)C2CCN(c3c4c(nc5ncnn35)CCC4)CC2)CC1 (stereo not drawn) ?
GRP78 ERSR act: 2%; LDHA inh: -9; RGS4 inh: -10%; Vif-A3G inh: 0%; Vif-A3F inh: -7%; TrxR1 substrate: 3%[0.457 µM]; USP1-UAF1 inh: 0%; TrxR1 inh: 21%; IDH1 R132H inh: 3%

How did Cc1nc(Cl)sc1C(=O)O do in these assays?
GRP78 ERSR act: -1%; LDHA inh: 1; RGS4 inh: -31%; Vif-A3G inh: 1%; Vif-A3F inh: -8%; TrxR1 substrate: 9%; USP1-UAF1 inh: 0%; TrxR1 inh: 7%; IDH1 R132H inh: 2%

What do the screens show for `CC1CCCN(C(=O)/C(=C/c2ccco2)NC(=O)c2ccccc2)C1` (stereo not drawn)?
GRP78 ERSR act: -1%; LDHA inh: 4; RGS4 inh: -4%; Vif-A3G inh: 0%; Vif-A3F inh: -15%; TrxR1 substrate: -3%; USP1-UAF1 inh: -4%; TrxR1 inh: inconclusive; IDH1 R132H inh: 4%

Results for CCCn1c(CNC(=O)c2cccs2)nc2ccccc21 ?
GRP78 ERSR act: -3%; LDHA inh: 4; RGS4 inh: -5%; Vif-A3G inh: -3%; Vif-A3F inh: 2%; TrxR1 substrate: -3%[57.1 µM]; USP1-UAF1 inh: -12%; TrxR1 inh: 9%[57.1 µM]; IDH1 R132H inh: 17%

Results for O=C(O)c1cccc(CSc2nnc(-c3ccc(Cl)cc3)o2)c1 ?
GRP78 ERSR act: -11%; LDHA inh: -5; RGS4 inh: -18%; Vif-A3G inh: 12%; Vif-A3F inh: -24%; TrxR1 substrate: 4%; USP1-UAF1 inh: -19%; TrxR1 inh: 21%; IDH1 R132H inh: 10%

Results for O=C(NCc1ccc(F)cc1)C(=O)NCC1OCCN1S(=O)(=O)c1cc(F)ccc1F (stereo not drawn) ?
GRP78 ERSR act: -1%; LDHA inh: 1; Vif-A3G inh: -3%; Vif-A3F inh: -6%; USP1-UAF1 inh: 1%; IDH1 R132H inh: -6%

Results for O=C(COc1ccc2c3c(c(=O)oc2c1)CCC3)NC1CCN(Cc2ccccc2)CC1 ?
GRP78 ERSR act: -4%; LDHA inh: 0; RGS4 inh: -19%; Vif-A3G inh: 2%; Vif-A3F inh: -7%; TrxR1 substrate: 6%; USP1-UAF1 inh: -16%; TrxR1 inh: 4%; IDH1 R132H inh: 8%

Results for CCC1CCCCN1C(=O)Cn1c(=O)n(CCCCCC(=O)NCc2ccc(F)cc2)c(=O)c2sccc21 (stereo not drawn) ?
LDHA inh: 2; RGS4 inh: -10%; TrxR1 substrate: 9%; USP1-UAF1 inh: -11%; TrxR1 inh: 15%

How did O=C(NC(=S)N(CCc1ccccc1)CCc1ccccc1)c1ccco1 do in these assays?
GRP78 ERSR act: -2%; LDHA inh: -3; RGS4 inh: -21%; Vif-A3G inh: -6%; Vif-A3F inh: -7%; TrxR1 substrate: -2%; USP1-UAF1 inh: -3%; TrxR1 inh: inconclusive; IDH1 R132H inh: 2%

Results for CC1CCN(C(=O)CN2c3cccc4cccc(c34)S2(=O)=O)CC1 ?
GRP78 ERSR act: 4%; LDHA inh: 5; RGS4 inh: -9%; Vif-A3G inh: -2%; Vif-A3F inh: 1%; TrxR1 substrate: 24%; USP1-UAF1 inh: -15%; TrxR1 inh: 4%; IDH1 R132H inh: 3%

How did O=C(CSc1ncnc2ccccc12)Nc1cc(S(=O)(=O)N2CCCCC2)ccc1Cl do in these assays?
GRP78 ERSR act: -1%; LDHA inh: -2; RGS4 inh: -23%; Vif-A3G inh: 0%; Vif-A3F inh: 1%; TrxR1 substrate: -1%; USP1-UAF1 inh: -19%; TrxR1 inh: 7%; IDH1 R132H inh: 6%

How did c1ccc(-c2ccc(-c3cnc4n3CCCCC4)cc2)cc1 do in these assays?
GRP78 ERSR act: 4%; LDHA inh: -1; RGS4 inh: -6%; Vif-A3G inh: 1%; Vif-A3F inh: 3%; TrxR1 substrate: 8%[57.1 µM]; USP1-UAF1 inh: -18%; TrxR1 inh: 21%[57.1 µM]; IDH1 R132H inh: 11%

Results for O=C(NCCNc1ccc([N+](=O)[O-])cc1)c1cc(F)c(F)cc1Cl ?
GRP78 ERSR act: -3%; LDHA inh: 0; RGS4 inh: 0%; Vif-A3G inh: 2%; Vif-A3F inh: 4%; TrxR1 substrate: -4%; USP1-UAF1 inh: -11%; TrxR1 inh: 23%; IDH1 R132H inh: -2%

Results for COC(=O)c1c(N2C(=O)CC(Sc3ccccc3C(=O)O)C2=O)sc(C)c1C (stereo not drawn) ?
GRP78 ERSR act: -5%; LDHA inh: -3; RGS4 inh: inconclusive; Vif-A3G inh: -3%; Vif-A3F inh: -6%; TrxR1 substrate: 6%[57.1 µM]; USP1-UAF1 inh: -20%; TrxR1 inh: inconclusive; IDH1 R132H inh: 0%

Results for CC1CN(C(=O)c2cc3cc([N+](=O)[O-])ccc3s2)CC(C)O1 (stereo not drawn) ?
GRP78 ERSR act: -3%; LDHA inh: -1; RGS4 inh: 0%; Vif-A3G inh: 0%; Vif-A3F inh: 10%; TrxR1 substrate: -10%; USP1-UAF1 inh: -3%; TrxR1 inh: 19%[57.1 µM]; IDH1 R132H inh: 6%

How did Cc1ccccc1CN1CCCN(CC(=O)Nc2ccc(F)cc2)S1(=O)=O do in these assays?
GRP78 ERSR act: -4%; LDHA inh: -6; RGS4 inh: -13%; Vif-A3G inh: 0%; Vif-A3F inh: -2%; TrxR1 substrate: -1%[57.1 µM]; USP1-UAF1 inh: -8%; TrxR1 inh: 10%[57.1 µM]; IDH1 R132H inh: 0%

How did COc1ccc(N2C(=O)CC(Sc3nc(C)cc(C)n3)C2=O)cc1OC (stereo not drawn) do in these assays?
GRP78 ERSR act: 0%; LDHA inh: -2; RGS4 inh: 2%; Vif-A3G inh: 3%; Vif-A3F inh: 2%; TrxR1 substrate: -4%[11.4 µM]; USP1-UAF1 inh: -19%; TrxR1 inh: 3%; IDH1 R132H inh: 0%

What do the screens show for `O=C(Cc1ccsc1)NNC(=O)c1ccc(F)cc1`?
GRP78 ERSR act: 1%; LDHA inh: 0; RGS4 inh: 9%; Vif-A3G inh: -3%; Vif-A3F inh: 6%; TrxR1 substrate: -1%; USP1-UAF1 inh: 1%; TrxR1 inh: 3%; IDH1 R132H inh: -1%

What do the screens show for `CCSc1nc2cc(S(=O)(=O)N3CCOCC3)ccc2o1`?
GRP78 ERSR act: -3%; LDHA inh: -1; RGS4 inh: -107%; Vif-A3G inh: 1%; Vif-A3F inh: 7%; TrxR1 substrate: -5%; USP1-UAF1 inh: -16%; TrxR1 inh: 2%; IDH1 R132H inh: 4%

Two consecutive compounds out of the list so far, for reference:
Results for CC1CN(C(=O)c2cc3cc([N+](=O)[O-])ccc3s2)CC(C)O1 (stereo not drawn) ?
GRP78 ERSR act: -3%; LDHA inh: -1; RGS4 inh: 0%; Vif-A3G inh: 0%; Vif-A3F inh: 10%; TrxR1 substrate: -10%; USP1-UAF1 inh: -3%; TrxR1 inh: 19%[57.1 µM]; IDH1 R132H inh: 6%

How did Cc1ccccc1CN1CCCN(CC(=O)Nc2ccc(F)cc2)S1(=O)=O do in these assays?
GRP78 ERSR act: -4%; LDHA inh: -6; RGS4 inh: -13%; Vif-A3G inh: 0%; Vif-A3F inh: -2%; TrxR1 substrate: -1%[57.1 µM]; USP1-UAF1 inh: -8%; TrxR1 inh: 10%[57.1 µM]; IDH1 R132H inh: 0%
